Compound activity from PubChem.
G6PDH CS: L. mesenteroides G6PDH inhibitors, counter-screen for G6PDH-coupled screening assays, biochemical, Leuconostoc mesenteroides enzyme | glucose-6-phosphate dehydrogenase [Leuconostoc mesenteroides] | Purified L. mesenteroides G6PDH, diaphorase/resazurin coupled fluorescence, 45 min | inhibition, % at 5 µM | 200,000 tested, 0.12% active | AID 1020, 2008; in the data active = inhibition above about 50%
PPARg SRC2 recr: agonists of PPARg-SRC-2 recruitment, primary screen, biochemical, HTS. PPARgamma LBD-SRC-2 recruitment. activation, % at 8 µM. 200,000 tested, 0.34% active; in the data active = activation above about 22%;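 note: 0% = vehicle and 100% = reference agonist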
S1P3 antagonist: S1P3 receptor antagonists, primary screen, cell-based. CHO S1P3 NFAT-BLA reporter, FRET fluorescence, antagonist mode. inhibition, % at 4.98 µM. 170,000 tested, 0.27% active. AID 485, 2006;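 active = inhibition above the plate cutoff, the mean inhibition of test wells on that plate plus 3 SD, cut at about 28% in these data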;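 note: cells challenged with S1P at its EC80 of 0.8 µM; blue over green emission ratio from cleaved BLA substrate after 4 h stimulation; 0% = S1P-stimulated wells and 100% = unstimulated DMSO-only wells; some compounds past the cut are filed as inactive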
PMI act hi M6P: human PMI activators, high substrate, primary screen, biochemical, fluorescence intensity, near-saturating mannose 6-phosphate; Mannose-6-phosphate isomerase (Homo sapiens), P34949; 190,000 tested, 0.34% active; coupled PMI enzyme assay, resazurin fluorescence, 20 min; active compounds read high; 1 = untreated enzyme, 0 = substrate-free blank; activation factor at 20 µM; AID 1216, 2008;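 active = activation factor of 2 or more at 20 µM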
Target sequence (P34949 whole entry, looked up): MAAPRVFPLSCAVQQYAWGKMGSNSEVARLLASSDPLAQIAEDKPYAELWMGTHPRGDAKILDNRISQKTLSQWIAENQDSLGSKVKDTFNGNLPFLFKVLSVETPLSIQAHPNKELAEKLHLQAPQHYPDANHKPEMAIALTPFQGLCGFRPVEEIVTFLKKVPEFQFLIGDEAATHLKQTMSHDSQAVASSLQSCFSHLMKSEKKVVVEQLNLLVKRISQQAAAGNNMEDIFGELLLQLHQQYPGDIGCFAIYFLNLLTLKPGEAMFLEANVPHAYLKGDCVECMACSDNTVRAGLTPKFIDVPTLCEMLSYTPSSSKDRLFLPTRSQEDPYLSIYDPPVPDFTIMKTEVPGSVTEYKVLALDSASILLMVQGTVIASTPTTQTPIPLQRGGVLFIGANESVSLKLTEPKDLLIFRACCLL
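assay system = human phosphomannose isomerase with PGI, G6PDH, diaphorase coupling enzymes | quantity = 15 ng/mL PMI | incubation = enzyme reaction with compound 20 min at room temperature | medium = HEPES pH 7.4 buffer with MgCl2 and Tween-20 | compound dosing = one concentration, 20 µM, in 1% DMSO | measured by = Diaphorase-driven resazurin-to-resorufin fluorescence, excitation 544, emission 590 nm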
PMI act: activators of human PMI, primary screen, biochemical, fluorescence intensity, near-Km mannose 6-phosphate; Mannose-6-phosphate isomerase (Homo sapiens), P34949; purified human PMI, coupled resazurin fluorescence, 20 min; active compounds read high; 1 = vehicle control, 0 substrate-free wells; activation factor at 20 µM; 190,000 tested, 0.005% active; AID 1214, 2008;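 active = activation factor of 2 or more at 20 µM, relative to plate controls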
PPARg SRC3 recr: PPARgamma agonists recruiting SRC-3 coactivator, primary screen, biochemical | biochemical PPARgamma/SRC-3 coactivator recruitment assay | Peroxisome proliferator-activated receptor gamma (Homo sapiens), P37231 | activation, % at 8 µM | 200,000 tested, 0.26% active | AID 731, 2007; in the data active = activation above about 23%;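 note: 0% = DMSO and 100% = reference agonist; some compounds past the cut are filed as inactive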
SRC2 TRFRET art: TR-FRET signal artefacts, primary screen, artefact control for PPARgamma SRC-2 agonist project, biochemical | 200,000 tested, 0.4% active | TR-FRET ratio at 8 µM | TR-FRET artefact counter-screen; active compounds read high; in the data active = TR-FRET ratio above about 2000; note: inactives centre near 1500
Diaphorase act: compounds boosting diaphorase resazurin reduction – biochemical, uHTS, resorufin fluorescence, counter-screen for diaphorase-coupled primary assays, primary screen; Diaphorase/resazurin coupled assay, 16 min; active compounds read high; 1 = vehicle wells, 0 = NADH-free wells; 190,000 tested, 0.005% active; activation factor at 20 µM; AID 1229, 2008;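 active = diaphorase activity raised at least twofold by the compound at 20 µM; inactive = activation factor below 2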
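System – purified diaphorase enzyme from Clostridium kluyveri · Input – enzyme 0.07 U/mL final · Also added – final NADH 0.114 mM, resazurin 0.1 mM · Measured by – fluorescence of resorufin, 544 nm excitation, 590 nm emission · Timing – 16 min enzyme reaction, ambient temperature · Measure – resorufin increase flagging diaphorase activators or reducers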
Diaphorase inh: diaphorase inhibitors and chemical oxidizers, primary screen, counter-screen for diaphorase-coupled primary assays, biochemical, uHTS, resorufin fluorescence; diaphorase resazurin-to-resorufin fluorescence, NADH, 16 min; bacterial (C. kluyveri) enzyme, not human; 190,000 tested, 0.69% active; inhibition, % at 20 µM;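 active = primary screen inhibition at 20 µM above a set limit, cut at about 50% in these data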;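 note: plate controls were DMSO with full reaction for no effect and wells lacking NADH for full effect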
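material = Clostridium kluyveri diaphorase enzyme | amount = 0.14 U/mL diaphorase, enzyme working solution | schedule = incubation 16 min, room temperature | detection = fluorescence of resorufin formed from resazurin, Ex 544/Em 590 nm | benchmarks = positive control minus NADH, DMSO neutral control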
PPARg SRC1 recr: PPARgamma agonists recruiting SRC-1 coactivator, primary screen, biochemical; activation, % at 8 µM; Peroxisome proliferator-activated receptor gamma (Homo sapiens), P37231; 200,000 tested, 0.41% active; PPARgamma-SRC-1 coactivator recruitment biochemical assay; AID 631, 2007; in the data active = activation above about 19%;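 note: 0% = DMSO and 100% = reference agonist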
ROMK mod: ROMK potassium channel modulators, primary screen, cell-based, thallium flux, MLSMR library | Tet-inducible ROMK, thallium flux fluorescence; actives lie on both sides | 130,000 tested, 2% active | B-score at 10 µM | AID 1918, 2009;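 active = signal ratio slope over the read window, or its plate-corrected B-score, at least 3 SD from the plate mean, either direction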;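 note: B-score of the F/F0 ratio slope over 7 to 12 s after thallium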
Target sequence (P48048 whole entry, looked up): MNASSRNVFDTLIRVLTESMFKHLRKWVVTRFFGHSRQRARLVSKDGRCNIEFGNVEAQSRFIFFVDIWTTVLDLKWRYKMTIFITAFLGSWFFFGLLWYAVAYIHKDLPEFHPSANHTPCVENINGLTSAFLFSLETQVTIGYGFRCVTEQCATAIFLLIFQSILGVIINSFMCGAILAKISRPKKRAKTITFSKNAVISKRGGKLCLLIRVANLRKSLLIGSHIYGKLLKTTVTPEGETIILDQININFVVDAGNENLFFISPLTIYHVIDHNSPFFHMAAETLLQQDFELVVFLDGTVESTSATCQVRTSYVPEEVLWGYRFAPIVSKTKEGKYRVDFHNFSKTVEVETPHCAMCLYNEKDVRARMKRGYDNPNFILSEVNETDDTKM
* = called active by the depositor; / = not tested or not shown. Random draw from the library. Share with any hit: about 3.3%.

Start of the listing, in advance (2 entries):
SMILES	G6PDH CS	PPARg SRC2 recr	S1P3 antagonist	PMI act hi M6P	PMI act	PPARg SRC3 recr	SRC2 TRFRET art	Diaphorase act	Diaphorase inh	PPARg SRC1 recr	ROMK mod
N=C1C(c2nc3ccccc3c(=O)[nH]2)=C(O)CN1c1ccccc1	-6	2	/	1	1.1	19	1739	0.9	7	0	1.6
CCOC(=O)c1c(-c2cccs2)csc1NC(=O)CN(CC)CC	0	-3	/	1	0.9	4	1435	0.9	13	2	/

The list itself, from the start:
SMILES	G6PDH CS	PPARg SRC2 recr	S1P3 antagonist	PMI act hi M6P	PMI act	PPARg SRC3 recr	SRC2 TRFRET art	Diaphorase act	Diaphorase inh	PPARg SRC1 recr	ROMK mod
N=C1C(c2nc3ccccc3c(=O)[nH]2)=C(O)CN1c1ccccc1	-6	2	/	1	1.1	19	1739	0.9	7	0	1.6
CCOC(=O)c1c(-c2cccs2)csc1NC(=O)CN(CC)CC	0	-3	/	1	0.9	4	1435	0.9	13	2	/
C#CCOCCOCCOCCNc1nc(N2CCN(C(=O)[C@H](CCC(=O)O)n3cc(C(N)[C@H](C)CC)nn3)CC2)nc(N2CCN(C(=O)[C@H](CCC(=O)O)n3cc(C(N)[C@H](C)CC)nn3)CC2)n1 (stereo not given in full)	-2	-1	-15	1.2	1.2	0	1585	0.8	22	1	/
CCC(Oc1cc(Cl)ccc1Cl)C(=O)NNC(=O)CCC(=O)O (stereo not given)	2	11	-2	0.9	1	-2	1569	0.8	17	2	0.04
Cc1ccc(-c2nn(C)c(=O)c3ccccc23)cc1S(=O)(=O)N1CCCC1	20	-1	-20	0.8	0.8	0	1365	0.7	28	1	/
CCCCN1CCCC1CNC(=O)c1cc(C#N)c2ccccc2c1OC (stereo not given)	-6	8	-10	1	1	3	1484	0.8	18	3	/
Cc1cc(C)n2c(SCCN3C(=O)c4ccccc4C3=O)nnc2n1	7	4	-1	1.1	1.1	-1	1461	0.9	5	-5	/
O=C(CCn1cnnn1)Nc1ccc(F)cc1	4	8	-8	1	1	1	1524	1	0	2	0.8
Cc1cc(NC(=O)CSc2nnc(NC(=O)C3CC(=O)N(c4ccccc4)C3)s2)no1 (stereo not given)	7	-3	-7	1.1	1.1	3	1776	0.9	6	5	/
Cn1nc([N+](=O)[O-])nc1Oc1ccccc1F	7	5	0	0.9	1	-1	1545	0.8	17	-2	-0.046
CN(C(=O)NC1CCCCC1)c1ccccc1	3	0	-8	1	1	-2	1554	0.9	9	0	0.099
Cc1ccc(Cl)c2c1NC(=O)C2(O)CC(=O)c1ccccc1O (stereo not given)	2	-1	-13	0.9	1	-1	1449	1	0	-4	/
Cc1sc(NC(=O)c2oc3ccccc3c2C)c(C#N)c1C	-1	3	15	0.9	0.9	8	1685	0.9	12	15	0.42
CCc1ccc(C(=O)NCc2ccc(Cl)cc2Cl)cc1	-5	-4	1	0.8	0.9	1	1575	0.7	28	-3	-0.037
COCCn1c(SCC(N)=O)nnc1-c1c[nH]c2ccccc12	-3	3	-8	1.1	1.1	-5	1449	1	4	2	/
NS(=O)(=O)c1ccc(CCNC(=O)Cc2ccccc2[N+](=O)[O-])cc1	5	3	1	0.9	0.9	7	1510	0.9	8	13	0.25
COc1ccccc1-c1coc2cc(O)cc(O)c2c1=O	4	1	23	1	1	-5	1431	1	4	1	/
Cc1ccc(-n2nc(C)c(C3(O)C(=O)N(C)c4ccccc43)c2N)cc1 (stereo not given)	-3	-3	-6	1	0.9	4	1584	0.8	20	7	1
COc1ccc(OC)c(NC(=O)CCNS(=O)(=O)c2ccc3c(c2)c(=O)n(C)c(=O)n3C)c1	17	0	-9	0.6	0.9	3	1506	0.9	10	-5	-0.72
Cn1c(=O)n(C)c2cc(S(=O)(=O)NCc3ccco3)ccc21	5	-7	-10	1	1	-7	1292	0.9	14	-4	/
CCCCNc1oc(-c2cccs2)nc1S(=O)(=O)c1ccccc1	-2	0	/	1.2	1.1	0	1449	0.8	21	10	-1.3
N/C(=N\OC(=O)Cc1ccc(-c2ccccc2)cc1)c1ccccn1	1	0	/	0.9	1	-1	1603	0.8	23	-1	-0.0096
COC(=O)c1sc(N2C(=O)C(O)=C(C(=O)c3ccc(C)o3)C2c2ccc(F)cc2)nc1C (stereo not given)	-29	26*	9	1.8	1.3	20	2303*	0.8	23	30*	/
CC(=O)C1=C(C)OC(N)=C(C#N)C1c1cc2cc(C)c(C)cc2nc1Cl (stereo not given)	-16	12	/	1.2	1	6	1440	0.9	15	10	/
Cn1cccc1Cc1nnc(SCC(=O)NCCc2ccccc2)n1C	2	0	-6	1	0.9	-6	1504	0.8	15	-10	1.2

Entries of single compounds as entered above. Screens in order: G6PDH CS	PPARg SRC2 recr	S1P3 antagonist	PMI act hi M6P	PMI act	PPARg SRC3 recr	SRC2 TRFRET art	Diaphorase act	Diaphorase inh	PPARg SRC1 recr	ROMK mod
C#CCOCCOCCOCCNc1nc(N2CCN(C(=O)[C@H](CCC(=O)O)n3cc(C(N)[C@H](C)CC)nn3)CC2)nc(N2CCN(C(=O)[C@H](CCC(=O)O)n3cc(C(N)[C@H](C)CC)nn3)CC2)n1 (stereo not given in full) as listed: -2	-1	-15	1.2	1.2	0	1585	0.8	22	1	/
COc1ccccc1-c1coc2cc(O)cc(O)c2c1=O as listed: 4	1	23	1	1	-5	1431	1	4	1	/
O=C(CCn1cnnn1)Nc1ccc(F)cc1 as listed: 4	8	-8	1	1	1	1524	1	0	2	0.8
Cc1ccc(-n2nc(C)c(C3(O)C(=O)N(C)c4ccccc43)c2N)cc1 (stereo not given) as listed: -3	-3	-6	1	0.9	4	1584	0.8	20	7	1
COC(=O)c1sc(N2C(=O)C(O)=C(C(=O)c3ccc(C)o3)C2c2ccc(F)cc2)nc1C (stereo not given) as listed: -29	26*	9	1.8	1.3	20	2303*	0.8	23	30*	/

Additional compounds.
SMILES	G6PDH CS	PPARg SRC2 recr	S1P3 antagonist	PMI act hi M6P	PMI act	PPARg SRC3 recr	SRC2 TRFRET art	Diaphorase act	Diaphorase inh	PPARg SRC1 recr	ROMK mod
Cc1ccc(OCc2ccc(C(=O)Nc3ccc(C(N)=O)cc3)o2)c([N+](=O)[O-])c1	8	6	-12	1.1	1	0	1518	0.9	10	-1	0.15
CC(C)CC(C)c1cc(N)nc2nc3ccccc3n12 (stereo not given)	-5	1	-20	1	1	4	1687	0.8	20	16	-1.3
O=C(Cc1ccccc1)Nc1ccc(-c2nnc(-c3ccco3)o2)cc1	0	4	-18	1.1	1	0	1477	0.9	6	5	-0.42
CCCCCOc1ccc(C2C(C(C)=O)=C(C)Nc3ncnn32)cc1OC (stereo not given)	5	8	-18	1	1	3	1732	1	-4	3	/
CN(C)C(=O)Nc1cnc2ccccc2c1	9	5	21	1	1	14	1503	0.9	9	-1	0.58
Cc1ccc(OCC(=O)N2CCCCC2)c(Br)c1	2	-2	-9	0.9	0.9	0	1397	0.8	17	2	-0.37
Cc1ccc2nc(NC(=O)CCCc3nc4ccccc4s3)sc2c1	4	8	/	1	0.9	3	1641	0.9	15	13	0.25
Cc1c(C#N)c(N)nc(Cl)c1C#N	10	4	-6	1.1	1.1	0	1548	1.2	-16	8	0.29
CCN(CC)c1nc2n(c(=O)n1)CCO2	6	-3	-25	0.9	0.8	-5	1408	0.9	9	-6	/
Cc1nn(C)cc1C(C)Nc1nc2nonc2nc1N1CCCCC1 (stereo not given)	20	-10	2	0.9	0.9	-6	1495	0.8	16	-9	0.47
O=C(Cc1cccs1)OCC(=O)c1ccco1	-3	-3	-20	0.9	1	-4	1552	0.9	15	-1	/
CC1CCN(c2ccc([N+](=O)[O-])cc2C(N)=O)CC1	4	-10	-14	1	1	-5	1546	1	4	-1	-2
Cc1ccc([N+](=O)[O-])cc1N	3	5	-10	1.1	1.2	-1	1648	1.1	-11	2	0.084
CC(=O)Nc1cccc(Nc2nc(-c3ccccc3)nc3ccccc23)c1	3	4	8	0.9	0.9	2	1640	0.8	18	6	-0.065
CCN(CC)c1ccc(/C=N/NS(=O)(=O)c2ccc(C)c([N+](=O)[O-])c2)cc1	-11	-1	-11	1.4	1.1	-3	1680	0.7	30	-2	/
